# FBW7 activator = activators of human E3 ligase FBW7 | normalized activity (activation), % at 26.1 µM | AID 1259310 | AlphaScreen FBW7–phospho-cyclin E peptide binding, activator screen | 650,000 compounds, 0.13% hits | Q969H0; in the data active means normalized activity above about 1.9%;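 further: purified mutant Fbw7 with reduced substrate affinity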
# Target sequence (Q969H0 whole entry, looked up): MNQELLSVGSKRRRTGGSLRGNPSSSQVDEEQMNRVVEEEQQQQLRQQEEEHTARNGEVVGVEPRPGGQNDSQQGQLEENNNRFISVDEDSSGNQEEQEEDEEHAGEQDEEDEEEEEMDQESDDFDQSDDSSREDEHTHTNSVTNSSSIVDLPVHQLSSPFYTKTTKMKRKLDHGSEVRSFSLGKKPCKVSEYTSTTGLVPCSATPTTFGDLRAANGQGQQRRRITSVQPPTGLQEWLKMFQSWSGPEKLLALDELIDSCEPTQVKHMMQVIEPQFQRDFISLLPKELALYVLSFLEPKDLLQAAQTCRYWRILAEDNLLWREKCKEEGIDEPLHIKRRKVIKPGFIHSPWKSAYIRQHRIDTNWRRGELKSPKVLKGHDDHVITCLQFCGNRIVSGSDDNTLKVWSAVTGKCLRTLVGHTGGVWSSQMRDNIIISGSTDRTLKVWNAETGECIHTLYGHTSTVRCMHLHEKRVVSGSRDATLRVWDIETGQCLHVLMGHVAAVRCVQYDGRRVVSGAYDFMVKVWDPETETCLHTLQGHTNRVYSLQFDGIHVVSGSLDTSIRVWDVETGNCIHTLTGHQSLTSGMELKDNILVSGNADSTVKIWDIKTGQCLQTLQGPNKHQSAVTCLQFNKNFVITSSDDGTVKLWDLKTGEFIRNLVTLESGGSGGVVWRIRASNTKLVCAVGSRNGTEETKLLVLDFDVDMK
# GPR151 activ = activates the human receptor GPR151; PathHunter beta-arrestin GPR151 cells, luminescence; activation, % at 11.2 µM; 650,000 compounds, 1% hits; AID 1508602; in the data active means activation above about 4.9%;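 further: 0% = median of compound wells and 100% = cells with positive control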
# Target sequence (Q8TDV0 whole entry, looked up): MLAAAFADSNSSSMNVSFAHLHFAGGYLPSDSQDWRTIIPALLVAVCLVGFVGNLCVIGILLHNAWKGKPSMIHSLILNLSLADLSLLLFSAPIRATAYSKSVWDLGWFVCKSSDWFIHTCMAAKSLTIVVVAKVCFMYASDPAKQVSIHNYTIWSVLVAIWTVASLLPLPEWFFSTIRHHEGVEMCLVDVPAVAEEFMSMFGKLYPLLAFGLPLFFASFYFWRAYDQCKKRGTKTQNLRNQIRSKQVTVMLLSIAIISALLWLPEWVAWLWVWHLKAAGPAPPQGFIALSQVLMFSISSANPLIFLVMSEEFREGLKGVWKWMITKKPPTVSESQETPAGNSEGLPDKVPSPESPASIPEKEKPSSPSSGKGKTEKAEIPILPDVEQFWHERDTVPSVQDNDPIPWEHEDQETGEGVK
# TEAD-YAP inh = TEAD-YAP interaction inhibition | HEK-TIYL cells, TEAD-Gal4/YAP UAS-luciferase luminescence | inhibition, % at 9.12 µM | 640,000 compounds, 1.4% hits | AID 1259422; in the data active means inhibition above about 32%;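 further: 0% = median of test compound wells and 100% = reference inhibitor wells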
# MITF inh = human MITF inhibition, primary screen; O75030; AlphaScreen MITF homodimerization, bead proximity signal; inhibition, % at 2.6 µM; 650,000 compounds, 0.91% hits; in the data active means inhibition above about 50%;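 further: 0% = vehicle wells with protein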
# Numbers without * were called inactive; . = no result given.
# A first look, 2 compounds:
molecule	FBW7 activator	GPR151 activ	TEAD-YAP inh	MITF inh
Cc1nn(C)c(Cl)c1S(=O)(=O)N1CCc2ccccc2C1CN1C(=O)c2ccccc2C1=O (stereo not drawn)	0.0	-1.2	-2	-17
Cc1ccnc(N2CCC(C(=O)Nc3ccc(C(C)(C)C)cc3)CC2)n1	-0.1	0.4	-9	-6

# This part in full, previewed entries included:
molecule	FBW7 activator	GPR151 activ	TEAD-YAP inh	MITF inh
Cc1nn(C)c(Cl)c1S(=O)(=O)N1CCc2ccccc2C1CN1C(=O)c2ccccc2C1=O (stereo not drawn)	0.0	-1.2	-2	-17
Cc1ccnc(N2CCC(C(=O)Nc3ccc(C(C)(C)C)cc3)CC2)n1	-0.1	0.4	-9	-6
Nc1nc(N2CCCC2CO)nc2nc[nH]c12 (stereo not drawn)	0.1	0.2	5	16
CCN1C(=O)S/C(=C/c2cc(C)n(-c3ccccn3)c2C)C1=O	-0.3	0.8	69*	10
CCOC(=O)c1c(NC(=O)CSc2nnc(CNC(=O)c3ccc(OC)c(OC)c3)n2Cc2ccccc2)sc2c1CCC2	0.0	0.8	-3	1
COc1ccccc1NS(=O)(=O)C1CCS(=O)(=O)C1 (stereo not drawn)	-0.2	2.4	-1	-1
Cc1cc(C)c2nc(N3CCC(C(=O)NCCCN4CCCC4=O)CC3)sc2c1	0.6	1.6	6	18
O=C(COc1ccc(Cl)cc1Cl)Nc1cccc2c(NC(=O)COc3ccc(Cl)cc3Cl)cccc12	-0.7	1.0	0	2
CCCc1nc2nc(C)c(NS(=O)(=O)c3ccc(F)c(C)c3)c(=O)n2[nH]1	-0.4	1.0	-9	-10
CCOC(=O)c1cc(C(=O)c2cc(F)ccc2O)cn2c(=O)c3c(C)c(C)sc3nc12	0.8	-0.9	10	11
Cc1ccc(SCC(=O)Nc2nncs2)cc1	0.1	-0.2	0	14
CCOC(=O)c1cnc2cc(Cl)c(OC)cc2c1Nc1ccccc1OC	0.0	-0.3	3	-7
Cc1cc(C)cc(NC(=S)N(Cc2cccnc2)Cc2ccccc2Cl)c1	0.0	-1.2	3	-2
O=C(Nc1ccncc1)c1nn2c(C(F)(F)F)cc(-c3cccs3)nc2c1Br	0.1	-0.2	0	-2
CC(=O)N1CCN(CC(=O)N2N=C(c3ccc4ccccc4c3)CC2c2ccccc2)CC1 (stereo not drawn)	-0.2	-1.4	7	-5
Clc1cccc(-c2nnn3c2nc(NCC2CCCO2)c2ccccc23)c1 (stereo not drawn)	0.0	-0.8	-16	8
COc1ccc(CN(C)C(=O)CN2c3cccc4cccc(c34)S2(=O)=O)cc1	0.1	-0.8	-5	13
COc1ccc2c(CNCc3ccc(OC(C)C)cc3)c(C(=O)O)n(C)c2c1	-0.1	0.0	4	-2
O=C(NCC1(c2ccccc2)CCCC1)C1CC12CCN(Cc1ccccn1)CC2 (stereo not drawn)	0.1	-0.1	6	1
Cc1ccc(C(=O)NCCc2csc(C)n2)cc1	0.1	-0.9	-39	5

# Only FBW7 activator, MITF inh and GPR151 activ, for some of the entries so far:
Molecule | FBW7 activator | MITF inh | GPR151 activ
O=C(NCC1(c2ccccc2)CCCC1)C1CC12CCN(Cc1ccccn1)CC2 (stereo not drawn) | 0.1 | 1 | -0.1
CCOC(=O)c1cnc2cc(Cl)c(OC)cc2c1Nc1ccccc1OC | 0.0 | -7 | -0.3
Cc1cc(C)cc(NC(=S)N(Cc2cccnc2)Cc2ccccc2Cl)c1 | 0.0 | -2 | -1.2
O=C(Nc1ccncc1)c1nn2c(C(F)(F)F)cc(-c3cccs3)nc2c1Br | 0.1 | -2 | -0.2
CC(=O)N1CCN(CC(=O)N2N=C(c3ccc4ccccc4c3)CC2c2ccccc2)CC1 (stereo not drawn) | -0.2 | -5 | -1.4

# Continued.
molecule	FBW7 activator	GPR151 activ	TEAD-YAP inh	MITF inh
CC(C)(C)c1nnc(NCc2ccco2)[nH]c1=O	-0.1	0.2	-6	-4
COc1ccc(Br)cc1C(=O)NC(=S)Nc1ccc(NC(C)=O)cc1	0.1	1.0	-12	4
Cc1cccc(OCCCn2ccnc2)c1C	0.1	1.3	27	14
CCOC(=O)C1=C(c2ccccc2)N=c2s/c(=C\c3ccc(-c4cccc(C(=O)O)c4)o3)c(=O)n2C1c1ccc2c(c1)OCO2 (stereo not drawn)	0.0	-0.3	12	18
CC(c1ccccc1)C1CC(=O)N(CC(=O)O)C1=O (stereo not drawn)	0.1	-0.7	0	6
O=C(CN(c1cccc(C(F)(F)F)c1)S(=O)(=O)c1ccccc1)Nc1ccc(Cl)cc1	-0.1	-0.8	7	-1
COc1cc(Br)cc(/C=C2\NC(=S)NC2=O)c1OC	0.4	1.0	3	26
COCCNc1oc(-c2cccs2)nc1S(=O)(=O)c1ccc(C)cc1	0.1	2.6	9	6
CCn1c(SCC(=O)NC2CCCCC2)nnc1-c1ccc([N+](=O)[O-])cc1	0.4	1.6	7	7
Cc1ccccc1NC(=O)Nc1ccnn1C1CCN(CC2CC=CCC2)CC1 (stereo not drawn)	0.2	2.0	6	-12
O=C(CN1CCN(S(=O)(=O)c2cc(Cl)ccc2Cl)CC1)Nc1cccc(F)c1	-0.1	1.1	19	13
CCN(CC)S(=O)(=O)c1ccc(NS(=O)(=O)c2cccc(C#N)c2)cc1	-0.1	0.0	3	-4
Nc1nc2n[nH]nc2c(=O)[nH]1	0.4	1.5	.	17
N=c1sccn1CC(=O)N1CCN(S(=O)(=O)c2ccc(Cl)cc2)CC1	-0.1	-0.2	5	-4
COc1ccc(NC(=O)Nc2ccc(I)cc2)c(OC)c1	0.0	0.8	-16	1
O=C1C2=C(C(c3ccccc3)=NCCN2)C(c2ccccc2Cl)N1c1ccccc1 (stereo not drawn)	0.2	1.6	4	16
Cc1ccc(NC(=O)CN2C(=O)S/C(=C\c3cccc(F)c3)C2=O)cc1	0.0	-0.2	-4	-3
CSc1ccccc1NC(=O)c1cnn2cccnc12	0.8	0.4	-24	19
CCCCC(=O)Nc1ccc(C(=O)NNC(=S)NC(=O)c2ccccc2[N+](=O)[O-])cc1	-0.1	-0.1	-6	4
O=S(=O)(c1cccc(F)c1)N1CCCC1	-0.1	0.0	7	5
CCOc1cccc(/C=C2/C(=O)NC(=O)N(c3ccc(C)cc3)C2=O)c1O	0.1	-1.5	-9	1
COc1cccc(OCCOCCNCCN)c1	0.0	0.5	-1	35
Cc1cccc(Nc2nc(-c3ccccc3Cl)nc3ccccc23)c1	0.8	0.6	12	9
CC1CCC(NC(=O)C(NC(N)=O)C(C)C)CC1 (stereo not drawn)	-0.2	0.5	7	-5
CC(NC(=O)CN(C)S(=O)(=O)c1ccccc1)c1ccccc1 (stereo not drawn)	-0.1	0.6	4	12
CN(C)CCCN(CCCN(C)C)Cn1nc(-c2ccccc2)n(C)c1=S	-0.2	0.3	4	-9
COc1ccc(NC(=O)C(c2ccc(C)cc2)N(C)C(=O)CNC(C)=O)cc1 (stereo not drawn)	-0.1	-0.3	-6	0
COc1cc(/C=C2/SC(=S)N(CC(=O)O)C2=O)ccc1OS(C)(=O)=O	0.1	-2.3	9	-3
CSc1nnc2c(n1)OC(c1ccc(-c3ccc(Cl)cc3)o1)Nc1ccccc1-2 (stereo not drawn)	0.0	-1.1	5	0
C=CCOc1ccc(/C=C2/SC(N3CCOCC3)=NC2=O)cc1	-0.2	-0.1	10	4
CC(C)(C)c1ccc(OCCSc2nc3ncnc(N)c3[nH]2)cc1	0.2	0.8	2	7
COc1ccc(CCN(C)CCN2C(=O)c3ccccc3C2=O)cc1OC	0.0	0.4	5	7
CN(C)c1cccc(Nc2nc(C(=O)Nc3ccc(N4CCOCC4)cc3)cs2)c1	-0.1	-1.9	-25	13
O=C(NC1CCS(=O)(=O)C1)NC1CCS(=O)(=O)C1 (stereo not drawn)	-0.2	0.2	-4	2
CCC(Sc1nc(Nc2cc(OC)cc(OC)c2)c2ccccc2n1)C(=O)NCCCOC (stereo not drawn)	0.0	1.3	-2	-6
O=C(O)c1ccccc1C(=O)N1CCSC1c1ccc(Cl)cc1 (stereo not drawn)	-0.1	0.8	-6	-1
Cc1n[nH]c(C)c1SCC(=O)Nc1cccc(Br)c1	0.1	0.6	4	8
COc1ccc(Cn2c(C(=O)O)c(CNC3CCC(C)CC3)c3ccccc32)cc1 (stereo not drawn)	0.0	0.0	6	-5
Cc1nnc(NC(=O)Cn2nnc(-c3cccs3)n2)s1	0.0	0.7	-2	9
CCCCOc1ccc(C(=O)Nc2ccc3nn(-c4cccc(Cl)c4)nc3c2)cc1	-0.2	-0.2	-4	-4
O=C(NCC(O)c1ccc(Cl)cc1)c1cn(-c2cnc3[nH]ncc3c2)nn1 (stereo not drawn)	0.0	-0.1	1	-1
COc1ccc(/C=C2\Oc3c(ccc(OC)c3C)C2=O)cc1	0.0	0.1	-13	-2
CNCC(=O)Nc1ccccc1SC	-0.2	-1.0	-4	4
CCOC(=O)c1ccc(NC(=S)N2CCC(C(=O)OCC)CC2)cc1	0.6	-2.8	-3	6
O=C1CC(c2ccc(S(=O)(=O)N3CCN(c4ccccc4)CC3)cc2)CN1 (stereo not drawn)	0.0	-0.6	3	3
O=C(Nc1ccccc1Cl)c1cccc(Nc2nc(-c3ccccc3)c3cc(Br)ccc3n2)c1	-0.1	-0.4	2	0
CCNc1nc(NCCc2ccc(O)cc2)c2[nH]cnc2n1	0.2	-1.4	2	14
Cc1ccc(C(=O)NCCNC(=O)c2ccc(C)o2)o1	0.0	-0.5	11	2
CCCc1nnc(NC(=O)C2c3ccccc3Oc3ccccc32)s1	-0.1	1.1	-5	3
CCN1C(=O)C2C(c3cccs3)NC(CC)(C(=O)OC)C2C1=O (stereo not drawn)	0.0	-0.3	7	-22

# The listing continues:
molecule	FBW7 activator	GPR151 activ	TEAD-YAP inh	MITF inh
c1ccc(OCCNc2nc(Nc3ccncc3)nc3nc[nH]c23)cc1	0.0	-0.6	1	-4
COc1cc(NC(=O)c2ccc([N+](=O)[O-])cc2Cl)ccc1NC(=O)C(C)C	-0.2	0.8	6	8
CCNC(=S)N1CCN(CCN=CC2=C(O)CC(c3cccs3)CC2=O)CC1 (stereo not drawn)	-0.1	-0.6	-7	13
O=C(Nc1ccc(Cl)c(Cl)c1)c1ccc(F)c(S(=O)(=O)NCc2cccs2)c1	0.1	0.3	16	2
CCOC(=O)N1CCN(C2CC(=O)N(c3ccc(O)cc3)C2=O)CC1 (stereo not drawn)	0.1	2.3	-4	-10
O=C1c2ccccc2-c2onc3c(N4CCCCC4)cc(N4CCOCC4)c1c23	-0.6	0.4	8	62*
Cc1ccc2ccc(NC(=O)c3ccccc3F)cc2n1	0.6	-7.0	-27	1
O=C1OC(c2cccc(Cl)c2Cl)=N/C1=C/c1cccc(Br)c1	-0.1	0.7	0	-1
COC(=O)C(CCSC)NC(=O)CCC1(Cc2ccccc2)CCC(=O)N1 (stereo not drawn)	0.1	-1.1	-67	-1
Cn1c(Nc2nccc(NC3CC3)n2)nc2ccccc21	0.0	2.4	-8	5

# Single values from above.
# `O=C1OC(c2cccc(Cl)c2Cl)=N/C1=C/c1cccc(Br)c1` @ GPR151 activ = 0.7
# `CNCC(=O)Nc1ccccc1SC` @ GPR151 activ = -1.0
# `COc1ccc(Cn2c(C(=O)O)c(CNC3CCC(C)CC3)c3ccccc32)cc1` (stereo not drawn) @ MITF inh = -5
# `Cc1ccc(SCC(=O)Nc2nncs2)cc1` @ TEAD-YAP inh = 0
# `Cc1ccc(NC(=O)CN2C(=O)S/C(=C\c3cccc(F)c3)C2=O)cc1` @ MITF inh = -3
# `COCCNc1oc(-c2cccs2)nc1S(=O)(=O)c1ccc(C)cc1` @ FBW7 activator = 0.1

# More compounds follow.
molecule	FBW7 activator	GPR151 activ	TEAD-YAP inh	MITF inh
COc1ccc(-n2ncc3c(NC(C)(C)C)ncnc32)cc1	0.0	0.9	36*	4
CCOc1ccccc1NC(=O)NNC(=O)c1ccccc1F	-0.1	-0.9	-2	-7
CC(C)C(c1nnnn1C(C)C)N1CCN(C2CCCCC2)CC1 (stereo not drawn)	-0.1	-0.1	5	-9
COc1ccc(N2C(=O)CC(NCCc3ccc(Cl)cc3Cl)C2=O)cc1 (stereo not drawn)	0.7	-1.8	-3	10
NC(=O)COC(=O)c1ccccc1SCC(=O)NC1CCCc2ccccc21 (stereo not drawn)	0.0	0.6	1	10
COc1ccc(Nc2nc(Cl)nc(Nc3ccc(OC)cc3OC)n2)c(OC)c1	0.1	0.4	11	5
COc1ccc(CC2(CO)CCN(C(=O)NCc3ccccc3)CC2)cc1	-0.1	2.6	8	4
O=C(Nc1ccccc1)c1cc2cc(Cl)cc(Cl)c2oc1=Nc1cccc(F)c1	-0.1	0.9	1	-3
CCC(C)(C)c1ccc(OCC(O)CN2CCN(c3ccc(C)cc3)CC2)c(C(C)(C)CC)c1 (stereo not drawn)	0.1	0.9	-4	-1
COc1cccc(N2CCN(Cc3ccco3)CC2)c1	-0.2	-0.9	-6	23
COc1ccc(-n2ncc3c(=O)n(CC(C)=O)cnc32)cc1	0.6	3.0	-11	24
COc1ccc(S(=O)(=O)NCC2COC3(CCCC3)O2)cc1 (stereo not drawn)	0.0	1.7	-8	-12
COc1ccc(N2C(=O)CSC2c2ccc(Cl)cc2)cc1 (stereo not drawn)	0.1	0.0	-1	4
FC(F)Oc1ccc(C2N=C(c3ccccc3)NO2)cc1 (stereo not drawn)	0.3	-1.3	-3	14
COc1ccc(-n2ncc3c(SCC(=O)Nc4cc(C)on4)ncnc32)cc1	0.1	1.1	5	23
CC(=O)C(Cc1ccccc1)NC(=O)CN1CCN(C/C=C/c2ccccc2)CC1 (stereo not drawn)	0.1	-1.2	4	62*
O=C(Nc1cc(C(F)(F)F)ccc1Cl)c1ccc(F)c(S(=O)(=O)N2CCCC2)c1	0.0	0.3	-7	1
CCCc1c(C)nc2c(C(=O)N3CCN(c4cc(C)ccc4C)CC3)c[nH]n2c1=O	0.6	-0.3	-11	-13
O=C1CCc2cc(S(=O)(=O)N3CCCc4ccccc43)cc3c2N1CC3	0.0	-0.5	-2	-1
